West Nile virus CPE = West Nile virus antiviral activity, cell-based, CPE readout (AID 1621). hit rate 0.02% among 290,000. West Nile virus-infected cells, CPE inhibition; higher % means a stronger effect. CPE inhibition, % at 10 µM; hits with a dose series show IC50 in µM; in the data active = a potency from the dose series; inconclusive = CPE inhibition mostly from about 3.7% at the one dose, without a potency; inactive = the rest, 99 in 100 with CPE inhibition below about 2.2%; note: strong numbers were not always called active
GPR55 antagonists = GPR55 antagonists blocking LPI-driven arrestin recruitment, primary screen, imaging, U2OS, beta-arrestin-GFP, LPI agonist (AID 2013); U2OS GPR55 beta-arrestin-GFP translocation imaging, LPI antagonism; higher % means a stronger effect; inhibition, % at 10 µM; hits with a dose series show IC50 in µM; hit rate 0.13% among 290,000;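 active = spots per cell inhibited over 60%, with over 100 cells counted and total cytoplasm intensity under 500,000; inconclusive = wells with under 100 cells, flagged as likely toxic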;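 note: U2OS cells stably carrying GPR55 and arrestin-GFP stimulated by 5 µM LPI near EC80; imaged beta-arrestin-GFP aggregate spots per cell after agonist stimulation; plate controls were LPI-stimulated DMSO wells for no effect and DMSO wells without LPI for full effect; some results filed as inactive read as strong as hits; confirmed hits need IC50 under 10 µM and bright autofluorescent wells are also inconclusive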
KOR beta-arrestin-1 = kappa opioid receptor blockers – cell-based, luminescence, uHTS (AID 1778); KOR beta-arrestin recruitment, luminescence, antagonist mode; higher % means a stronger effect; inhibition, % at 10 µM; hits with a dose series show IC50 in µM; hit rate 0.091% among 290,000; in the data active = inhibition above about 50%; note: strong numbers were not always called active
NOD1 NF-kB reporter = NOD1 signaling inhibitors, primary screen, cell-based, luminescence, uHTS (AID 1578) | NOD1-driven NF-kB luciferase reporter cells, luminescence; higher % means a stronger effect | inhibition, % at 4 µM, or EC50 in µM where a hit was titrated | hit rate 1% among 290,000; in the data active = inhibition mostly above about 36%, no sharp cut-off; inactive = mostly below about 34%;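 note: HEK-293T reporter cells stimulated with the NOD1 agonist gamma-tri-DAP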
HIV fusion peptide = inhibitors of HIV fusion peptide binding, primary screen, biochemical, uHTS, fluorescence dequenching (AID 1986). cell-free peptide binding, fluorescence dequenching, 30 min; higher % means a stronger effect. inhibition, % at 20 µM; hits with a dose series show IC50 in µM. hit rate 0.3% among 290,000; in the data active = inhibition mostly above about 52%, no sharp cut-off; inactive = mostly below about 76%; note: some results filed as inactive read as strong as hits
Dengue-2 NS5 capping = flavivirus cap methylation enzyme inhibition – biochemical, confirmation dose response, primary screen (AID 588689); Dengue-2 NS5 methyltransferase capping enzyme assay, biochemical; higher % means a stronger effect; inhibition, % at 25 µM; hits with a dose series show IC50 in µM; hit rate 0.3% among 340,000; in the data active = a potency from the dose series; inconclusive = inhibition above about 29% without an active follow-up result
GPR35 arrestin U2OS = GPR35 antagonists blocking zaprinast-driven arrestin recruitment, primary screen, imaging, U2OS, beta-arrestin-GFP, zaprinast agonist (AID 2058). U2OS GPR35 beta-arrestin-GFP translocation imaging, zaprinast antagonism; higher % means a stronger effect. one-dose inhibition, % at 10 µM; IC50 in µM for titrated hits. hit rate 0.052% among 290,000;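 active = inhibition of at least 50% with at least 30 cells and total cytoplasm GFP at most 10,000,000; inconclusive = under 30 cells or total GFP of 10,000,000 plus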
GPR55 beta-arrestin = selective activators of receptor GPR55 – imaging, U2OS cells, beta-arrestin-GFP redistribution, primary screen (AID 1961). hit rate 0.048% among 290,000. U2OS GPR55 beta-arrestin-GFP redistribution imaging; higher % means a stronger effect. one-dose activation, % at 10 µM; EC50 in µM for titrated hits;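 active = activation above 40% with more than 50 cells counted in the well; inconclusive = wells holding fewer than 50 cells, flagged as toxic or sparse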;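 note: U2OS osteosarcoma cells stably expressing GPR55 and beta-arrestin-GFP; plate controls were DMSO negative control for no effect and LPI positive control for full effect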
KOR beta-arrestin-2 = KOR agonists, beta-arrestin recruitment, primary screen, cell-based, luminescence, uHTS (AID 1777) | KOR beta-arrestin recruitment, luminescence; higher % means a stronger effect | one-dose activation, % at 10 µM; EC50 in µM for titrated hits | hit rate 0.02% among 280,000; in the data active = activation above about 50%, passing the limit was not always enough; note: a part of the inactive calls stands beside numbers as strong as those of hits
Dengue-2 NS5 capping pilot replicate = further read-out of Dengue-2 NS5 capping, marked with its call; inhibition, %; measured here: pilot screen replicate inhibition
Active calls of the source: *; ? = inconclusive; · = not tested or not shown; [ ] = dose if it differs, or a comment. Only part of the results is shown (hit frequency here may not be typical).

SMILES | West Nile virus CPE | GPR55 antagonists | KOR beta-arrestin-1 | NOD1 NF-kB reporter | HIV fusion peptide | Dengue-2 NS5 capping | GPR35 arrestin U2OS | GPR55 beta-arrestin | KOR beta-arrestin-2 | others
O=C(c1cc(-c2ccccc2Cl)nc2ccc(Br)cc12)N1CCN(c2ccccn2)CC1 | 0.6% | -2% | -44% | -8% | 0.7% | -3% | -16% | -0.1% | 10%
O=C(CCc1ccccc1)NNC(=O)c1ccc(F)cc1 | 0.1% | 15% | -59%[20 µM] | -31% | -0.2% | -4% | 16% | 0.5% | ·
O=C(Nc1ccccc1)c1ccc(-c2ccc([N+](=O)[O-])cc2)o1 | -0.6% | -5% | -24% | -20% | 3.5% | -11% | 7% | ? | 1.5%
CC(C)(C)S(=O)(=O)c1ccc(S(=O)(=O)C(C)(C)C)s1 | -0.1% | -2% | -10% | -7% | 0.1% | · | -1% | -0.3% | -0.2%
Cc1ccc(N(C)S(=O)(=O)c2c(C)[nH]c(C)c2C(=O)N2CCCC2)cc1 | -0.1% | -6% | -5% | -3% | -1.5% | 0% | 1% | 0.6% | -3.4%
CCOCCn1c(=O)c2c(nc3n2CCCN3CCc2ccccc2)n(C)c1=O | -0.5% | -30% | -32% | -8% | -0.7% | -4% | -4% | -0.2% | 2.2%
COc1ccccc1NS(=O)(=O)c1cc(NC(=O)Cn2cnc3c2c(=O)n(C)c(=O)n3C)ccc1C | -0.9% | -8% | · | 32% | -0.9% | 5% | -5% | 0.2% | ·
Cc1cc(OCc2nc(-c3ccc(NC(=O)c4cccnc4)cc3)no2)ccc1Cl | -0.7% | -29% | -108% | -11% | 3.2% | 2% | 5% | 0.2% | 5.9%
Cc1nn(-c2cccc([N+](=O)[O-])c2)c(N)c1-c1ccccc1 | -1.0% | 10% | -17% | -30% | 0.1% | -1% | -9% | 0.1% | -2.9%
Cn1c(SCC(=O)NCCc2ccccc2)nnc1-c1ccco1 | -0.2% | 11% | 16% | 6% | -0.6% | -4% | 17% | 0.1% | 2.2%
COCC(=O)N1CCC(Oc2ccc(C(=O)NCCCC3CCCC3)cc2)CC1 | -0.4% | -16% | 6% | -11% | 0.8% | -3% | -8% | 0.5% | -3.2%
O=C(CSc1nnnn1-c1ccccc1)Nc1ccc(N2CCOCC2)cc1 | 0.5% | 17% | 20% | -14% | -0.9% | -5% | 10% | 0.1% | -11%
Cc1cc(N2CCN(Cc3ccccc3)CC2)n2nc(C)c(-c3ccccc3)c2n1 | -0.4% | -1% | -10% | -12% | -2.3% | -3% | 13% | 0.2% | -8.8%
CC(=O)c1sc2nc(SCC(=O)N3CCCCC3)[nH]c(=O)c2c1C | 0.2% | 19% | 21% | -32% | 6.8% | -32% | -10% | -0.2% | -2.8%
O=C(CCC(=O)N1CCN(S(=O)(=O)c2ccccc2)CC1)NC1CCCc2ccccc21 (centres undefined) | -0.3% | -1% | -12% | -17% | -1.6% | -7% | -6% | -0.2% | -9.4%
O=C(/C=C/c1ccccc1)Nc1ccc2c(c1)OCCO2 | 0.4% | 7% | -29%[20 µM] | -3% | -1.3% | -8% | -12% | 0.2% | ·
COc1ccc(S(=O)(=O)Nc2ccc(N(C)C(C)=O)cc2)cc1 | -0.1% | -7% | -5% | -19% | 4.9% | -6% | -6% | -0.1% | 3.8%
CC1CN(c2nnnn2-c2ccccc2)CC(C)O1 (centres undefined) | 0.0% | -4% | -7% | -12% | 0.7% | 2% | -11% | 0.2% | 4.7%
COc1ccc(NC(=O)Cc2c(C(=O)O)n(C)c3ccccc23)cc1OC | 0.6% | 7% | 6% | -21% | 1.2% | -17% | -2% | -1.2% | 5.8%
COc1ccc(N2CCN(Cc3nc4scc(-c5cccs5)c4c(=O)[nH]3)CC2)cc1 | -0.7% | -2% | -23% | -43% | 6.8% | 9% | 4% | 0.5% | 0.9%
C/C(=N\NC(=O)c1cccc(Cl)c1)c1cccc(NC(=O)c2ccco2)c1 | 0.2% | 8% | 16% | -26% | 0.8% | -6% | -8% | -0.3% | -4.8%
O=C(COc1cc(Cl)ccc1Cl)Nc1nnc(C2CC2)s1 | -0.1% | 8% | -32% | -1% | 0.7% | -1% | -12% | -0.1% | 3.7%
O=C(O)c1sc2ncccc2c1OCc1ccccc1 | 0.0% | 3% | -50%[20 µM] | -28% | 1.6% | 4% | 13% | 0.1% | 0.8%
CCOc1cc(C2CC(=O)c3c(ccc4ccccc34)N2)ccc1O (centres undefined) | -0.1% | 7% | -23% | -1% | -4.1% | -3% | 11% | 0.3% | 2.3%
C=CCNC(=O)COc1ccc(S(=O)(=O)N2CCCC2)cc1 | 0.9% | 5% | 27%[20 µM] | -14% | -1.3% | · | 7% | -0.1% | -5.8%
(list continues)
SMILES | West Nile virus CPE | GPR55 antagonists | KOR beta-arrestin-1 | NOD1 NF-kB reporter | HIV fusion peptide | Dengue-2 NS5 capping | GPR35 arrestin U2OS | GPR55 beta-arrestin | KOR beta-arrestin-2 | others
COc1ccc(CNC(=O)C2CCN(C(=O)[C@@H]3Cc4ccccc4CN3)CC2)cc1 | -0.4% | -11% | -46% | -4% | -0.5% | 3% | -21% | -0.1% | -3.2%
Cc1ccc(Nc2nnc(C(C)(C)C)c(=O)n2N)cc1 | -0.6% | -3% | 3% | -28% | -0.6% | -4% | 14% | 0.2% | -3.4%
Fc1ccc(NC(=S)NCc2cccs2)cc1 | -0.7% | -2% | -24% | -21% | -1.1% | -6% | -8% | -0.4% | 9.8%
O=C(Cn1nc(-c2ccccc2)nc1-c1ccccc1)OC1CCCCC1 | -0.3% | 10% | -42% | -3% | 0.0% | -4% | 13% | 0.0% | -1.7%
O=C(O)C1CCCCC1C(=O)NCc1ccccc1 (centres undefined) | 0.3% | -9% | 9% | 14% | 22% | -1% | 6% | 0.3% | -9.2%
O=C(c1cccc([N+](=O)[O-])c1)N1CCN(c2ccccn2)CC1 | 0.5% | 5% | 4% | 20% | -2.3% | -6% | -2% | 2.0% | -1.2%
COC(=O)CNC(c1ccccc1)c1cc(Br)ccc1NS(=O)(=O)c1ccc(C)cc1 (centres undefined) | -1.0% | 17% | -4% | -16% | 1.8% | -6% | -13% | 0.0% | 1.1%
O=C(NOC(=O)c1ccccc1)c1ccccc1 | 0.5% | 2% | -8% | -6% | 1.1% | -9% | 1% | 0.2% | 3.2%
Cc1ccc2c(CC(=O)Nc3cccc(S(=O)(=O)N4CCOCC4)c3)coc2c1 | -0.1% | -8% | 2% | -38% | -0.8% | -5% | -14% | 0.8% | -2.2%
CNC(=O)CCC(=O)Nc1ccc(C(=O)OC)cc1 | 0.8% | 8% | 16% | -14% | -1.0% | 0% | -11% | 0.0% | -4.3%
O=C(OCc1cccc(Cl)c1)c1cc(S(=O)(=O)N2CCCCC2)ccc1N1CCOCC1 | -0.6% | 3% | 17% | -10% | 0.3% | -3% | -2% | -0.1% | -4.3%
CCN(CC)C(=O)c1ccc(C)c(Br)c1 | -0.8% | 3% | 28% | -24% | -0.2% | 4% | -17% | -0.2% | -0.8%
CS(=O)(=O)c1nc(-c2ccccc2)cc(-c2ccccc2)c1C#N | -0.1% | 23% | 8% | 68%* | -2.1% | -3% | 3% | -0.1% | 1.1%
COc1cc(CC(=O)OCc2cccc([N+](=O)[O-])c2)cc(OC)c1OC | -0.5% | -1% | 5% | -35% | -2.2% | -12% | 9% | 0.6% | 9.5%
CC(C)CC(=O)Nc1sc2c(c1C(=O)O)CCCCC2 | 0.4% | 6% | 2%[20 µM] | -6% | 0.5% | 4% | -1% | 0.6% | -3.2%
CCOC(=O)NC1CCS(=O)(=O)C1 (centres undefined) | 1.0% | 4% | 24% | 9% | -0.5% | -2% | 2% | 0.2% | 1.7%
CCCCCCn1cnc2c(c1=O)c1nc3ccccc3nc1n2Cc1cccs1 | -0.1% | 10% | -30% | -59% | -4.8% | 0% | -1% | 0.2% | 2.6%
COC(=O)NCCc1cc(OC)c(OC)cc1S(=O)(=O)N1CC(=O)Nc2ccccc21 | 0.6% | -2% | 13% | -8% | -0.7% | -2% | -5% | 0.0% | -2.2%
Cc1cc(/C=C2\NC(=S)N(C)C2=O)ccc1N1CCCC1 | -1.1% | -2% | -4% | -53% | 143% | · | 7% | -0.1% | -4.1%
CCOC(=O)COc1ccc(S(=O)(=O)NCC2CCCO2)cc1 (centres undefined) | 0.1% | 11% | 0% | -25% | -0.1% | -3% | -14% | -0.2% | -0.7%
Cc1cnccc1NC(=O)c1cccs1 | -0.7% | -2% | 33% | -8% | 1.9% | -12% | 3% | -0.1% | -6.6%
COc1ccc(Cl)cc1C(=O)Nc1ccc(N(C)C(C)=O)cc1 | 0.3% | -3% | 11% | 5% | -1.3% | 1% | 12% | -0.1% | -7.7%
O=C(CN(C(=O)c1nsc(Cl)c1Cl)c1cccc(F)c1)NC1CCCC1 | -0.7% | 8% | -14% | 10% | 2.0% | 3% | 7% | -0.1% | 1.3%
Cc1cc(NS(=O)(=O)c2ccc(NC(=O)C(c3ccccc3)c3ccccc3)cc2)no1 | 0.2% | 13% | -10% | -7% | 28% | 3% | -2% | 0.2% | -1.1% | Dengue-2 NS5 capping pilot replicate=-11
Cc1cccc(C)c1NC(=O)C1(N(C(=O)c2ccccn2)c2ccc(O)cc2)CCCCC1 | 0.3% | 14% | 11% | -18% | -0.9% | -1% | 3% | -0.2% | -0.3%
COc1ccc(COC(=O)Nc2c(SC)nsc2SC)cc1 | 0.3% | 5% | 3% | -16% | 0.0% | -6% | -3% | -0.3% | 6.1%

Among those listed so far, these contain bromine:
SMILES | West Nile virus CPE | GPR55 antagonists | KOR beta-arrestin-1 | NOD1 NF-kB reporter | HIV fusion peptide | Dengue-2 NS5 capping | GPR35 arrestin U2OS | GPR55 beta-arrestin | KOR beta-arrestin-2 | others
O=C(c1cc(-c2ccccc2Cl)nc2ccc(Br)cc12)N1CCN(c2ccccn2)CC1 | 0.6% | -2% | -44% | -8% | 0.7% | -3% | -16% | -0.1% | 10%
COC(=O)CNC(c1ccccc1)c1cc(Br)ccc1NS(=O)(=O)c1ccc(C)cc1 (centres undefined) | -1.0% | 17% | -4% | -16% | 1.8% | -6% | -13% | 0.0% | 1.1%
CCN(CC)C(=O)c1ccc(C)c(Br)c1 | -0.8% | 3% | 28% | -24% | -0.2% | 4% | -17% | -0.2% | -0.8%
